Tau FP inhib: tau fibrillization inhibition (FP); K18 P301L tau heparin fibrillization, Alexa594 FP, 6 h; Potency, µM (series often up to 57.7 µM), for inactives: at the top dose activity, negative = inhibition, usual class: inhibitors; actives 0.39% (n = 280,000); AID 1468; further: on the % scale 0 is the no-effect control and ±100 the full control effect; nearly all actives have a fitted effect of over 55% in size
Target sequence (P10636 561-689 P618L limits assumed): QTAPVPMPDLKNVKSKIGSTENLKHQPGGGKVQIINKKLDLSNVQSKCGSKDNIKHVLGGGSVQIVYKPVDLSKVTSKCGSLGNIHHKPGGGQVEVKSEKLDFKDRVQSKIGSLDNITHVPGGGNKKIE
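Quantitative HTS format: compounds meet 15 uM recombinant K18 P301L tau and Alexa 594-tau tracer in 100 mM sodium acetate pH 7; 20 uM heparin triggers fibrillization at 37 C over 6 hr; FP gives the signal.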
Tau ThT inhib: inhibitors of human tau fibril formation, thioflavin T binding | P10636 | recombinant tau K18 P301L, heparin-induced fibrillization, ThT fluorescence | Potency, µM (doses to about 57.4 µM), inactives show at the top dose activity, negative = inhibition, usual class: inhibitors | actives 2.1% (n = 270,000); further: on the % scale 0 is the no-effect control and ±100 the full control effect; nearly all actives have a fitted effect of over 55% in size
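Fibril formation assay: tau K18 P301L at 15 uM with trace Alexa 594 label, heparin inducer 20 uM, pH 7 sodium acetate buffer, 37 C for 6 hr; endpoint ThT signal.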
SMN2 splice enh: enhancers of SMN2 splice variant expression | HEK293 SMN2-luciferase splicing reporter, luminescence, 30-36 h | Potency, µM (top dose mostly 46.1 µM), for inactives: at the highest dose activity change, positive = activation, hits mostly activators | actives 2.8% (n = 210,000); further: % of control where 0% means no effect; nearly all actives have a fitted effect of over 55% in size
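qHTS luciferase splicing reporter: luminescence rises when SMN2 exon 7 is included in transfected HEK293 cells. Compound exposure lasted 30-36 h at 37C, with 4.5 mM final sodium butyrate as control, followed by a ONE-Glo read.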
HTT ATP protect: protects HTT-Q103 PC12 cells, measured by ATP; Potency, µM (titrated, usually from 56.4 µM), for inactives: cytoprotection (ATP increase), actives largely listed as activators; PC12 HTT-Q103 induced, cytoprotection, ATP luminescence, 40 h; actives 0.14% (n = 230,000);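 further: % of control where 0% means no effect; nearly all actives have a fitted effect of over 45% in size; toxic huntingtin expression switched on by the ecdysone agonist tebufenozide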
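Readout: ATPlite luminescence (ATP level). Model: stable PC12, inducible Htt exon1 Q103-GFP. Inducer: tebufenozide, 100 nM final. Compounds: dose series. No G418 in medium.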
HttQ103 aggreg: inhibitors of mutant huntingtin aggregate formation in PC12 cells; AID 1688; actives 1.1% (n = 220,000); Potency, µM (top dose mostly 46.1 µM), inactives show at the top dose activity change, negative = inhibition, usual class: inhibitors; PC12 HttQ103-GFP aggregates, Acumen cytometry, 40 h; further: on the % scale 0 is the no-effect control and ±100 the full control effect; nearly all actives have a fitted effect of over 60% in size
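Inducible Q103 Huntingtin exon 1–GFP PC12 line, 1500 cells/well in phenol red free DMEM with 5% equine and 5% calf serum. Tebufenozide 100 nM induced expression; compounds titrated; aggregates quantified by cytometry.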
Tau fluor counter: counter-screen for tau fibril formation inhibitors; tau K18 P301L (four-repeat tau fragment) Alexa594 fluorescence, heparin fibrillization; Potency, µM (top dose mostly 57.7 µM), without a hit: at the highest dose activity change, negative = decrease; actives 0.93% (n = 280,000); AID 1463; further: on the % scale 0 is the no-effect control and ±100 the full control effect; nearly all actives have a fitted effect of over 55% in size
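Human K18 P301L tau (15 uM unlabeled plus 0.24 uM Alexa 594-labeled, final) in 100 mM sodium acetate pH 7 was mixed with compound and 20 uM heparin and incubated 6 hr at 37 C.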
ALDH1A1 inh: blocks purified human ALDH1A1 activity | Purified ALDH1A1, NADH fluorescence, propionaldehyde substrate | actives 7.3% (n = 220,000) | Potency, µM (doses to about 75.3 µM), inactives show top-dose activity, negative = inhibition, most hits filed as inhibitors; active means well fitted inhibition curve with a large enough effect, not every such curve was filed as active; inconclusive means small, poorly fitted or top-dose-only effect, or another doubt; inactive means no such curve, though single readings can be large or run the other way;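 further: plate controls were no enzyme wells and a reference inhibitor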
Target sequence (P00352 whole entry, looked up): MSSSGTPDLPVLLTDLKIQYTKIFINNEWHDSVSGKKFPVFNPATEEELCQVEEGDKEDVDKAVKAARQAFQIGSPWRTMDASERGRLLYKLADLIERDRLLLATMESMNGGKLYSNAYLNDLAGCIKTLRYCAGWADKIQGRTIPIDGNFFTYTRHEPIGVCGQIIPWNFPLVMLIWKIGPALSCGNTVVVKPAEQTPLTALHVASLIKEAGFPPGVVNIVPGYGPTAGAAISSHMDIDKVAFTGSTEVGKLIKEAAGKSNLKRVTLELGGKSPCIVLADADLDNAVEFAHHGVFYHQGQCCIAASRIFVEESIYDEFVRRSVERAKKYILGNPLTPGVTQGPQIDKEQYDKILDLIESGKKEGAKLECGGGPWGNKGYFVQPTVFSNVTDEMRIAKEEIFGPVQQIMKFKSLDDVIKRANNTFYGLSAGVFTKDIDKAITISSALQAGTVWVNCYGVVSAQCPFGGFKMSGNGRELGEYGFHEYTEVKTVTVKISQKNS
KDM4E inh: blocks human JMJD2E demethylase activity. JMJD2E catalytic domain, FDH-coupled NADH fluorescence (FDH is formaldehyde dehydrogenase). Potency, µM (top dose mostly 57.1 µM), for the others: at the top dose activity change, negative = inhibition, usual class: inhibitors. AID 2147. B2RXH2. actives 1.6% (n = 230,000); active means well fitted inhibition curve with a large enough effect, not every such curve was filed as active; inconclusive means small, poorly fitted or top-dose-only effect, or another doubt; inactive means no such curve, though single readings can be large or run the other way;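 further: 0% = wells with enzyme and -100% = buffer wells without enzyme; nearly all actives have a fitted effect of over 50% in size; many of its hits are not listed in these tables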
Target sequence (B2RXH2 1-337 limits assumed): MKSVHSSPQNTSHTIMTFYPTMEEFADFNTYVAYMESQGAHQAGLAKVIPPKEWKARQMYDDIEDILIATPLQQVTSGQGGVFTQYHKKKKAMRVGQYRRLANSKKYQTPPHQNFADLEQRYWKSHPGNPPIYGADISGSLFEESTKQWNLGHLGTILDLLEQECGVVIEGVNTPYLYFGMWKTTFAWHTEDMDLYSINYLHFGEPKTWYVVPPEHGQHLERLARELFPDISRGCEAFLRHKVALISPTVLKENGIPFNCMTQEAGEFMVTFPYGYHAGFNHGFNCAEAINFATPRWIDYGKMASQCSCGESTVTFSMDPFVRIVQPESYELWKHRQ
Numbers without * were called inactive; ? = inconclusive; . = no result given; [ ] = dose if it differs, or a comment. Unless noted, the call rests on the fitted dose curve; in most records, active means well fitted curve in the direction sought with a large enough effect; inconclusive means small, poorly fitted or top-dose-only effect, or another doubt; inactive means no such curve, though single readings can be large; an effect the other way counts as inactive or inconclusive. Potency means the concentration at half of the fitted maximal effect. This is a subset; the hit share may differ from the screen's.

SMILES	Tau FP inhib	Tau ThT inhib	SMN2 splice enh	HTT ATP protect	HttQ103 aggreg	Tau fluor counter	ALDH1A1 inh	KDM4E inh
CCOC(=O)N1CCC(NC(=O)c2cc3c(-c4ccc(Cl)cc4)nn(C)c3s2)CC1	2%	0%	9%	-1%[10 µM]	-16%	1%	-7%	?
O=C(NCc1ccc(N2CCCC2=O)cc1)c1cn(CCc2ccccc2)nn1	4%	-5%	-12%	-22%[10 µM]	-3%	3%	1%	5%
CCOc1ccc(-c2nc(-c3ccccc3)no2)cc1OCC	0%	-20%	-3%	-27%	5%	-23%	-13%	?
CCN(CC)C(=O)Cn1c(=O)n(CCCC(=O)NCc2ccccc2)c(=O)c2sccc21	10%	2%	18%	14%[10 µM]	24%	5%	7%	3%
CCCCCCCC1(C)NC(=O)NC1=O (stereo unspecified)	14%	-3%	.	-20%[10 µM]	-26%[9.22 µM]	-3%	.	6%
Cc1ccc(CNC(=O)c2ccc(NS(=O)(=O)c3c(C)noc3C)cc2)cc1	-7%	-11%	-9%	-31%	12%	-16%	-4%	4%
O=C(NCCN1CCN(c2ccccc2F)CC1)c1cccn2c(=O)c3ccccc3nc12	-2%	-18%	-18%	1%	12%	-11%	-1%	-5%
COc1ccc(/C=N/N2CCOCC2)cc1COc1ccc(Cl)cc1	16%	-14%	-1%	16%[10 µM]	19%	-28%	3%	-18%
CC(c1cccs1)N(C(=O)Nc1ccccc1)C1CCCCC1 (stereo unspecified)	?	4%	-12%	-1%	1%	-2%	9%	12%
O=C(Nc1ccc(NC(=S)NC(=O)c2cccs2)cc1)c1ccco1	-11%	?	2%	45%[10 µM]	20%[9.22 µM]	-5%	-5%	-2%
Cc1cccc(C)c1OCC(O)CN1CCN(c2ccccc2)CC1 (stereo unspecified)	4%	-14%	-9%	-5%	7%	-12%	2%	-5%
CN(C)/C(Cn1cncn1)=C1/N=C(c2ccccc2)OC1=O	-8%	-16%	.	-1%[10 µM]	-3%[9.22 µM]	-22%	-5%	7%
COc1ccc(CNC(=O)C2CCCN2CCc2ccccc2)cc1OC (stereo unspecified)	-5%	-7%	-36%[inhibitor]	-13%	-17%	-10%	?	-4%
CC(=O)c1cccc(NS(=O)(=O)c2ccc(N/C=C/C(=O)c3ccc(F)cc3)cc2)c1	-4%	11%	-99%[inhibitor]	2%[10 µM]	-32%	1%	-9%	0%
CC1CCCN(Cc2nc3c(c(=O)n(C)c(=O)n3C)n2Cc2ccc(Cl)cc2Cl)C1 (stereo unspecified)	0%	5%	0%	.	.	0%	.	.
CCOc1ccc(CCNC(=O)c2cc3sc(CC)cc3n2C)cc1OCC	10%	?	-17%	.	.	-19%	.	.
Cc1cc(N2CCOCC2)ccc1/C=C1\NC(=O)N(CC(=O)Nc2ccccc2C)C1=O	8%	-19%	?	-11%	?	-16%	3%	-2%
COc1ccccc1CNC(=O)C(NS(=O)(=O)c1cccs1)C(C)C (stereo unspecified)	8%	-1%	17%	.	.	-4%	.	.
Cc1nc2ncnn2c(Nc2ccc3c(c2)OCO3)c1Cc1ccccc1	-5%	15%	-2%	?	-25%	20%	-3%	0%
COc1ccc(C)cc1NC(=O)C(=O)N1CCCC1	0%	-9%	.	15%[10 µM]	2%[9.22 µM]	-5%	.	3%
CC/C(=N\O)C(C)(C)/[N+]([O-])=C/c1ccc(Br)cc1	-1%	-5%	-18%	16%	-12%	-2%	10%	4%
CC(=O)c1cccc(CN2CCC(CO)(Cc3ccccc3)CC2)c1	-4%	-6%	.	-2%[10 µM]	-6%[9.22 µM]	-5%	2%	2%
CC(C)CN(CC(C)C)S(=O)(=O)N1CCC(C(=O)NCc2ccc3c(c2)OCO3)CC1	-8%	-3%	-21%	-27%	-14%	-19%	3%	9%
COc1ccc(-c2n[nH]c(=S)n2/N=C/C=C/c2ccccc2OC)cc1	?	-4%	25%	-31%[10 µM]	22%	?	1%	3%
COC(=O)Cn1c(=O)sc2ccccc21	0%	2%	25%	8%	-6%	5%	5%	4%
C[C@@H]1CC[C@]2(C(=O)O)CC[C@]3(C)C(=CCC4[C@@]5(C)C[C@@H](O)[C@H](O)[C@@](C)(CO)C5[C@H](O)C[C@]43C)C2[C@H]1C (stereo partly specified)	-4%	-16%	.	-45%[inhibitor]	.	-17%	5%	.
C[C@H](NC(=O)OCc1ccccc1)C(=O)NNC(=O)[C@H](C)NC(=O)OCc1ccccc1	1%	-6%	.	-1%[10 µM]	-36%[9.22 µM]	-4%	.	-16%
COC(=O)c1sc(=S)n(-c2ccc(Cl)cc2)c1C	3%	-2%	-35%	6%	1%	3%	-15%	-4%
Cc1cc(C)n(CCC(=O)N/N=C/c2c(O)ccc3ccccc23)n1	12%	-3%	.	-67%[inhibitor][10 µM]	?	?	.	0.2µM*
COc1ccc([N+](=O)[O-])cc1N(CC(O)Cn1nnc2ccccc21)S(=O)(=O)c1ccc(C)cc1 (stereo unspecified)	8%	-17%	4%	-27%	9%	-23%	?	-1%
O=C(CNC(=O)C1COc2ccccc2O1)N/N=C\c1ccc(Cl)cc1 (stereo unspecified)	-5%	?	.	17%[10 µM]	8%[9.22 µM]	-19%	6%	6%
Cc1ccc(NC(=O)CC2SC(=O)N(c3ccccc3)C2=O)cc1 (stereo unspecified)	13%	?	-2%	-10%[10 µM]	2%	3%	10µM*	-10%
Cc1ncc(CSc2nc3ccccc3[nH]2)c(N)n1	-1%	-4%	-4%	-7%[10 µM]	0%	-7%	6%	1%
OCc1nnn(-c2cccc(C(F)(F)F)c2)c1CO	-5%	-5%	-17%	-50%[inhibitor]	0%	-4%	10%	1%
NCC1O[C@@H](OC2C(N)CC(N)C(O)C2O[C@@H]2OC(CO)C(O)C2O)C(N)C(O)C1O (stereo partly specified)	-3%	-7%	-1%	-23%	.	-16%	6%	9%
Cc1ccc(C(=O)CSC2=C(C#N)C(c3ccco3)C3=C(CC(C)(C)CC3=O)N2)cc1 (stereo unspecified)	8%	?	-4%	3%[10 µM]	-14%	-23%	13µM*	-9%
Cc1cc(C(=O)NCc2cccnc2)no1	-6%	1%	-7%	13%	-9%	6%	5%	-2%
CCC(C)N1CNc2c(c(=O)[nH]c(=S)n2-c2cccc(C)c2)C1 (stereo unspecified)	-2%	-7%	-3%	-44%[inhibitor]	-3%	-2%	?	?
O=C(c1ccc2c(c1)N(Cc1ccccc1F)C(=O)c1ccccc1S2)N1CCOCC1	1%	.	.	31%[10 µM]	15%[9.22 µM]	?	.	4%
O=C(Nc1ccccc1C(=O)N/N=C/c1ccco1)c1ccc(Cl)cc1	?	2%	1%	0%[10 µM]	-26%	?	6%	-8%
CC(NC(=O)C1CCC1)c1ccccc1 (stereo unspecified)	3%	6%	.	-27%	-15%	5%	5%	1%
CC(C)CN(CCCNC(=O)Cn1ncc2c3ccccc3n(C)c2c1=O)CC(C)C	2%	15%	1%	.	.	6%	.	.
COc1ccc(N2C(=O)CC(N3CCN(c4ccccc4F)CC3)C2=O)cc1 (stereo unspecified)	3%	-5%	22%	-2%	2%	3%	?	0%
CCOC(=O)c1ccc(NC(=O)C(=O)NCc2ccncc2)cc1	-5%	?	.	-9%[10 µM]	-20%	-10%	?	-6%
O=C1C(=O)N(C2CCCC2)C(=O)N1Cc1c(F)cccc1Cl	1%	4%	-26%	-52%[inhibitor]	-7%	-3%	0%	1%
CCOC(=O)C1CCN(C(=O)COC(=O)c2cccc(F)c2)CC1	6%	4%	-5%	-14%	12%	5%	7%	-11%
COc1ccccc1N1CC(C)(C)C(=O)N(C(=O)c2c(F)cccc2Cl)C1=S	3%	-15%	.	26%[10 µM]	5%[9.22 µM]	-18%	.	-4%
Cc1cc2oc(=O)cc(C)c2cc1NC(=O)CCl	0%	-8%	.	3%[10 µM]	1%[9.22 µM]	-5%	?	?
CCn1c(C)c(C(C)=O)c(N2CCCCC2)nc1=S	-1%	-2%	23%	10%[10 µM]	-5%	1%	-4%	5%
CC(C)OC(=O)/C(C#N)=C/c1ccc(-c2ccc(Cl)c(Cl)c2)o1	-11%	12%	-1%	.	.	-1%	.	.
C/C=C/C(=O)Nc1ccc(N2CCN(c3ccc(C(F)(F)F)cn3)CC2)nc1	0%	?	.	29%[10 µM]	8%[9.22 µM]	-11%	.	1%
Cc1ccc2cccc(NC(=O)c3cccc4c(Cl)cccc34)c2n1	-11%	-11%	4%	.	.	-13%	.	.
O=C(O)CCc1nc2ccccc2c(=O)[nH]1	-7%	-10%	.	14%[10 µM]	21%[9.22 µM]	-12%	1%	5%
COc1nc(OC)nc(N2CCC(NC(=O)C(Cc3cccc(OC)c3OC)NC(C)=O)CC2)n1 (stereo unspecified)	-5%	2%	.	5%[10 µM]	20%[9.22 µM]	-1%	.	1%
O=C1c2ccccc2C(=O)N1CCCOc1ccccc1	-3%	?	?	5%	-30%	-14%	1%	-4%
COc1ccc2nc(N=Nc3ccc(O)c4ccccc34)sc2c1	-15%	2.5µM*	?	15%[10 µM]	?	?	4%	-16%
COC(=O)c1ccccc1OCCCOc1ccc(C=O)cc1OC	-3%	?	-41%[inhibitor]	-7%	-6%	-4%	?	-13%
Cc1nn2c(-c3ccco3)nnc2c2ccccc12	-8%	-9%	23%	-21%	15%	-5%	-5%	4%
Cc1nc(SCC(=O)Nc2ccccc2)c2oc3ccccc3c2n1	-6%	-19%	.	-21%[0.074 µM]	0%	-12%	?	?

Ordered by molecular weight (smallest number first): some entries from above
SMILES	Tau FP inhib	Tau ThT inhib	SMN2 splice enh	HTT ATP protect	HttQ103 aggreg	Tau fluor counter	ALDH1A1 inh	KDM4E inh
CCn1c(C)c(C(C)=O)c(N2CCCCC2)nc1=S	-1%	-2%	23%	10%[10 µM]	-5%	1%	-4%	5%
CCOC(=O)c1ccc(NC(=O)C(=O)NCc2ccncc2)cc1	-5%	?	.	-9%[10 µM]	-20%	-10%	?	-6%
COc1ccc(N2C(=O)CC(N3CCN(c4ccccc4F)CC3)C2=O)cc1 (stereo unspecified)	3%	-5%	22%	-2%	2%	3%	?	0%

Bioassay records as filed in PubChem BioAssay.
